Ub-GFP proteasome – Ubiquitin-GFP Assay. AID 526, 2006. Potency, µM (highest dose often 45.9 µM), inactives show at the highest dose activation (GFP accumulation), most hits filed as activators. Ubiquitin-GFP reporter cells, proteasome inhibition, GFP fluorescence; response scale: untreated = 0%, 10 µM MG-132 = 100%. 67,000 tested, under 10 active; active means well fitted activation curve with a large enough effect, not every such curve was filed as active; inconclusive means small, poorly fitted or top-dose-only effect, or another doubt; inactive means no such curve, though single readings can be large or run the other way; further: potency means the concentration at half of the fitted maximal effect
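Proteasome blockade was scored as a rise in GFP-expressing U2OS cells carrying a ubiquitin(G76V)-GFP construct, imaged after 4 hr compound treatment at 37 °C across a 46 uM–2.9 nM series.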
Epigenetic mod – qHTS Assay for Epigenetic Modulators; mouse C127i GFP locus derepression, cytometry, 30 h; Potency, µM (top dose mostly 46.1 µM), without a hit: at the highest dose GFP derepression (activation); actives 0.09% (n = 68,000); AID 597, 2007; further: % of control where 0% means no effect
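Read-out is the number of GFP-positive cells, scored as fluorescent objects 20 to 120 um wide, reflecting derepression of a silenced CMV-GFP reporter in murine C127i cells after 30 h compound exposure at 37 C.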
Texas Red fluor – qHTS Assay for Spectroscopic Profiling in Texas Red Spectral Region; actives 0.06% (n = 59,000); Compound fluorescence, Texas Red channel, 547/618 nm; active compounds read high; max dye-equivalent concentration, M; in the data active means max dye-equivalent concentration above about 10 nM; inconclusive means between about 1.1 nM and that limit
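Compound titrations in 100 mM Tris pH 8.0 were incubated 15 min at room temperature and read at 547 nm excitation / 618 nm emission. Texas Red six-point standard curve on each plate converted fluorescence to dye-equivalent concentration.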
CRE Fsk mod – Cell signaling CRE-BLA (Fsk stim); AID 662, 2007; actives 2.5% (n = 71,000); CHO CRE-bla reporter (cAMP response element driving beta-lactamase), forskolin EC10, beta-lactamase ratio; Potency, µM (highest dose often 38.2 µM), without a hit: top-dose activity change, negative = inhibition, actives largely listed as activators; active means well fitted activation curve with a large enough effect in the signal ratio, with a control signal flat, not every such curve was filed as active; inconclusive means small, poorly fitted or top-dose-only effect, or effect the other way, or a change in a side signal; the % refers to the signal ratio; further: potency means the concentration at half of the fitted maximal effect; % of control where 0% means no effect
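Forskolin analogue NKH 477 at EC10 stimulated CRE-driven beta-lactamase in CHO cells alongside compound dilution series. Beta-lactamase was measured with CCF4, excitation 405 nm, emission ratio 460/530 nm.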
Fluorescein fluor – qHTS Assay for Spectroscopic Profiling in Fluorescein Spectral Region; Compound autofluorescence, 480/540 nm, fluorescein-equivalent; active compounds read high; max fluorescein-equivalent concentration, M; actives 0.91% (n = 59,000); AID 593, 2007; in the data active means max fluorescein-equivalent concentration above about 10 nM; inconclusive means between about 1.1 nM and that limit
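In this qHTS profile, compound fluorescence was measured with a 480 nm/540 nm filter pair following a 15-min room-temperature incubation in 100 mM Tris (pH 8.0). A six-point fluorescein series on each plate served for normalization.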
ERK AVP inh – qHTS Assay for Inhibitors of the ERK Signaling Pathway using a Homogeneous Screening Assay | HEK293-V1b, vasopressin-stimulated pERK AlphaScreen | Potency, µM (top dose mostly 57.5 µM), without a hit: at the top dose activity, negative = inhibition, most hits filed as inhibitors | actives 0.99% (n = 72,000); further: potency means the concentration at half of the fitted maximal effect; on the % scale 0 is the no-effect control and ±100 the full control effect; nearly all actives have a fitted effect of over 55% in size
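qHTS, compounds titrated on V1b-expressing HEK293 cells. Preincubation 30 min at 37C, vasopressin 25 nM for 5 min, lysis 10 min, bead incubation 5 hr at room temperature.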
A350 fluor – qHTS Assay for Spectroscopic Profiling in A350 Spectral Region | Compound autofluorescence, 340/450 nm, Alexa 350 dye-equivalents; active compounds read high | max dye-equivalent concentration, M | actives 11% (n = 59,000); in the data active means max dye-equivalent concentration above about 10 nM; inconclusive means mostly about 1.1 nM to 9.6 nM
HBB splicing – qHTS Assay for Modulators of Hemoglobin Beta Chain Splicing | HBB splicing reporter cell assay, activation; EGFP reporter with mutant IVS2-654 intron; response scale: normalised to 500 nM splice-correcting PNA | Potency, µM (highest dose often 46.1 µM), without a hit: at the highest dose activation, most hits filed as activators | actives 0.06% (n = 65,000) | AID 925, 2007; further: potency means the concentration at half of the fitted maximal effect; 0% is about no effect
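Compounds were applied for 2 days to HeLa EGFP-654 cells, 500/well in Optimem with 2% FCS. The reporter's EGFP is disrupted by mis-splicing of beta-globin intron IVS2-654. Readout: summed well GFP fluorescence from 488 nm laser scanning; reference was 500 nM antisense […] 654 PNA.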
FLuc inh – qHTS Assay for Inhibitors of Firefly Luciferase | Potency, µM (highest dose often 57.1 µM), for inactives: at the highest dose activity change, negative = inhibition, most hits filed as inhibitors | Luciferin 4-monooxygenase (Photinus pyralis), P08659 | actives 2.2% (n = 72,000) | purified firefly luciferase, luminescence, 8 min; further: potency means the concentration at half of the fitted maximal effect; on the % scale 0 is the no-effect control and ±100 the full control effect; nearly all actives have a fitted effect of over 40% in size
Target sequence (P08659 whole entry, looked up): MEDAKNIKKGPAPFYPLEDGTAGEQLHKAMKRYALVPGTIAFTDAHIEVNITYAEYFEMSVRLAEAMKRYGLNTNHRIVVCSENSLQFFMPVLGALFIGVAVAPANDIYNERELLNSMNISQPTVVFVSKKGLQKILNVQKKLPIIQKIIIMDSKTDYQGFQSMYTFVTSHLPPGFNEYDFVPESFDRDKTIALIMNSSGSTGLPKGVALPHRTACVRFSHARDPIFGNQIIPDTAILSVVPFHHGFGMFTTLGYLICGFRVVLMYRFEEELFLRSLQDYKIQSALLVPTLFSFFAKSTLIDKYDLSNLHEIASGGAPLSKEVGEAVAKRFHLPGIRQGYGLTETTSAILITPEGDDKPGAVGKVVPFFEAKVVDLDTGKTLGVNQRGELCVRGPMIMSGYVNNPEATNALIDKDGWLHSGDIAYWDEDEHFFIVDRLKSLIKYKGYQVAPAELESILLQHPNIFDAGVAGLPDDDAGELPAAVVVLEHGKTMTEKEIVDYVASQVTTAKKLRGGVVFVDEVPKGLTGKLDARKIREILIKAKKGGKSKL
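Luminescence read-out after 8 min at room temperature; enzyme reaction used luciferin plus 10 uM ATP (linear range) in imidazole buffer pH 7.2 with KCl, MgCl2, Tween 20 and BSA. Each sample was run as a titration.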
Hsp90 Hop PPI – qHTS Assay for Disrupters of an Hsp90 Co-Chaperone Interaction. Hsp90 C-terminal peptide / TPR2A (Hop) interaction, human. AlphaScreen TPR2A-His6 binding biotin-Hsp90 C-terminal peptide. Potency, µM (titrated, usually from 57 µM), without a hit: at the top dose activity change, negative = inhibition. actives 0.44% (n = 71,000). AID 595, 2007; active means well fitted curve in either direction with a large enough effect; inconclusive means small, poorly fitted or top-dose-only effect, or another doubt; further: potency means the concentration at half of the fitted maximal effect; on the % scale 0 is the no-effect control and ±100 the full control effect; many of its hits are not listed in these tables
4-MU autofl – qHTS Assay for Spectroscopic Profiling in 4-MU Spectral Region. compound autofluorescence, 340/450 nm, 4-MU equivalents; active compounds read high. max dye-equivalent concentration, M. actives 11% (n = 59,000). AID 589, 2007; in the data active means max dye-equivalent concentration above about 10 nM; inconclusive means mostly about 1.1 nM to 9.6 nM
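Compounds in 100 mM Tris, pH 8.0, incubated 15 min at room temperature, then fluorescence read at 340 nm excitation/450 nm emission. Signal converted to 4-MU dye-equivalent concentration using an on-plate six-point 4-MU standard curve.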
The depositor's hits bear a star; [ ] = remark or other dose. Unless noted, the call rests on the fitted dose curve; in most records, active means well fitted curve in the direction sought with a large enough effect; inconclusive means small, poorly fitted or top-dose-only effect, or another doubt; inactive means no such curve, though single readings can be large; an effect the other way counts as inactive or inconclusive.

For CN(CC(=O)NCCCN1CCOCC1)S(=O)(=O)c1ccc(Br)cc1 the results were Ub-GFP proteasome 7%, Epigenetic mod 3%, Texas Red fluor inactive, CRE Fsk mod -8%, Fluorescein fluor inactive, ERK AVP inh -6%, A350 fluor inactive, HBB splicing -0.1%, FLuc inh 1%, Hsp90 Hop PPI -2% and 4-MU autofl inactive.
CCc1nc(SCC(=O)Nc2nccs2)c2oc3ccccc3c2n1 was read as Epigenetic mod 0%, Texas Red fluor inactive, CRE Fsk mod 1.3µM*, Fluorescein fluor inconclusive, ERK AVP inh -19%, A350 fluor inactive, HBB splicing 3.5%[0.369 µM], FLuc inh 0%, Hsp90 Hop PPI -3% and 4-MU autofl inactive.
Cc1nn(Cc2ccccc2Cl)c(C)c1NC(=O)C1C2CCC(O2)C1C(=O)O (stereo unspecified) was read as Ub-GFP proteasome -7%, Epigenetic mod 0%, Texas Red fluor inactive, CRE Fsk mod inconclusive, Fluorescein fluor inactive, ERK AVP inh -10%, A350 fluor inactive, HBB splicing 2.9%, FLuc inh -1%, Hsp90 Hop PPI -3% and 4-MU autofl inactive.
For O=C(NCc1ccc(F)cc1)c1cc(-c2ccco2)on1 the results were Ub-GFP proteasome 1%, Epigenetic mod 0%, Texas Red fluor inactive, CRE Fsk mod -7%, Fluorescein fluor inactive, ERK AVP inh 16%, A350 fluor inactive, HBB splicing -0.8%, FLuc inh 0%, Hsp90 Hop PPI 5% and 4-MU autofl inactive.
For CSc1ccc(NC(=O)Nc2cc(C)ccn2)cc1 the results were Ub-GFP proteasome 2%[9.17 µM], Epigenetic mod 0%[9.22 µM], Texas Red fluor inactive, CRE Fsk mod inconclusive, Fluorescein fluor inconclusive, ERK AVP inh 5%[11.5 µM], A350 fluor inactive, HBB splicing 2.5%[9.22 µM], FLuc inh 2.5µM*, Hsp90 Hop PPI -1%[11 µM] and 4-MU autofl inactive.
Screening Cc1cc2oc(C(=O)NC3CCS(=O)(=O)C3)c(C)c2cc1C (stereo unspecified) returned Ub-GFP proteasome 4%, Epigenetic mod 0%, Texas Red fluor inactive, CRE Fsk mod 18%, Fluorescein fluor inactive, ERK AVP inh -14%, A350 fluor inactive, HBB splicing -0.6%, FLuc inh 0%, Hsp90 Hop PPI 2% and 4-MU autofl inactive.
Cc1cc(O)ccc1Nc1nc2ccccc2nc1Nc1ccc(O)cc1C was read as Ub-GFP proteasome 11%, Epigenetic mod 2%, CRE Fsk mod 3%, ERK AVP inh 10%, HBB splicing 2.1%, FLuc inh -6% and Hsp90 Hop PPI -17%.
Screening CCn1c(Cc2ccccc2)nnc1SCC(=O)OC(C)C returned Ub-GFP proteasome -1%, Epigenetic mod -2%, Texas Red fluor inactive, CRE Fsk mod 2%, Fluorescein fluor inactive, ERK AVP inh -13%, A350 fluor inactive, HBB splicing 0.1%[57.5 µM], FLuc inh -1%, Hsp90 Hop PPI -2% and 4-MU autofl inactive.
Screening Clc1ccc(CN2C3=NCCN3c3ccccc32)cc1 returned Ub-GFP proteasome -2%, Epigenetic mod -1%, Texas Red fluor inactive, CRE Fsk mod -2%, Fluorescein fluor inactive, ERK AVP inh 8%, A350 fluor inactive, FLuc inh 1%, Hsp90 Hop PPI -3% and 4-MU autofl inactive.
`CC(=O)OCC(OC(C)=O)C(OC(C)=O)C(OC(C)=O)C(=O)Nc1ccc(C)cc1C` (stereo unspecified) gave Ub-GFP proteasome -1%, Epigenetic mod 1%, Texas Red fluor inactive, CRE Fsk mod -5%, Fluorescein fluor inactive, ERK AVP inh -1%, A350 fluor inactive, HBB splicing -2.8%, FLuc inh 1%, Hsp90 Hop PPI -1% and 4-MU autofl inactive.
For O=C(NCc1nc2ccccc2[nH]1)c1cccs1 the results were Ub-GFP proteasome 9%, CRE Fsk mod -9%, HBB splicing -0.3%, FLuc inh -5% and Hsp90 Hop PPI -3%.
Cc1nnc2n1NC(c1ccc(Cl)cc1)C(C(=O)N1CCC(C)CC1)S2 (stereo unspecified) was read as Ub-GFP proteasome 5%, Epigenetic mod 1%, Texas Red fluor inconclusive, CRE Fsk mod inconclusive, Fluorescein fluor inconclusive, ERK AVP inh 6%, A350 fluor inactive, HBB splicing -1.4%, FLuc inh -35%, Hsp90 Hop PPI -2% and 4-MU autofl inactive.
For O=C(/C=C/c1ccccc1)c1ccccc1 the results were Epigenetic mod -4%[20.6 µM], Texas Red fluor inactive, Fluorescein fluor inactive, A350 fluor inactive, FLuc inh 10µM* and 4-MU autofl inactive.
For COc1cc(OC)c(NC(=O)c2ccc(Br)o2)cc1Cl the results were Ub-GFP proteasome -11%[9.17 µM], Epigenetic mod 0%, CRE Fsk mod 19%[7.6 µM], ERK AVP inh -2%, HBB splicing -0.9%[0.0738 µM], FLuc inh -3% and Hsp90 Hop PPI -2%[11 µM].
Screening O=C1c2cccnc2C(=O)N1Cc1ccc(F)cc1 returned Ub-GFP proteasome 9%, Epigenetic mod 3%, Texas Red fluor inactive, CRE Fsk mod -12%, Fluorescein fluor 8.2e-08M*, ERK AVP inh -9%, A350 fluor inactive, HBB splicing 0.5%, FLuc inh 0%, Hsp90 Hop PPI -9% and 4-MU autofl inactive.
For O=S(=O)(N1CCCCC1)n1nnc2ccccc21 the results were Ub-GFP proteasome -1%, Epigenetic mod -1%, Texas Red fluor inactive, CRE Fsk mod 6%, Fluorescein fluor inconclusive, ERK AVP inh 64%[activator], A350 fluor inactive, HBB splicing -1.7%, FLuc inh -3%, Hsp90 Hop PPI 18% and 4-MU autofl inactive.
For Cn1nccc1/C=C(/C#N)S(=O)(=O)c1ccccc1 the results were Ub-GFP proteasome -4%, Epigenetic mod 5%, Texas Red fluor inactive, CRE Fsk mod -5%, Fluorescein fluor inconclusive, ERK AVP inh 12%, A350 fluor inconclusive, HBB splicing 0.2%, FLuc inh 0%, Hsp90 Hop PPI -7% and 4-MU autofl inactive.
`CCc1cc2cccc(C)c2nc1SCC(=O)N1CCN(C(=O)c2ccco2)CC1` gave Ub-GFP proteasome 0%, Epigenetic mod 2%, Texas Red fluor inactive, CRE Fsk mod 6%, Fluorescein fluor inconclusive, ERK AVP inh -22%, A350 fluor inactive, HBB splicing 1.9%[57.5 µM], FLuc inh 1%, Hsp90 Hop PPI -3% and 4-MU autofl inactive.
Screening Cc1cc(C)n2nc(SCc3ncc(-c4ccccc4)o3)nc2n1 returned Ub-GFP proteasome -3%, Epigenetic mod 3%, Texas Red fluor inactive, CRE Fsk mod inconclusive, Fluorescein fluor inactive, ERK AVP inh 13%, A350 fluor inactive, HBB splicing 7.8%, FLuc inh 1%, Hsp90 Hop PPI -3% and 4-MU autofl inactive.
CCN1CCc2nc(NC(=O)c3ccc4c(c3)OCCO4)sc2C1 was read as Ub-GFP proteasome 8%, Epigenetic mod 0%, Texas Red fluor inactive, CRE Fsk mod 9%, Fluorescein fluor inconclusive, ERK AVP inh -1%, A350 fluor 1.9e-08M*, HBB splicing 0.2%[57.5 µM], FLuc inh 16µM*, Hsp90 Hop PPI -1% and 4-MU autofl 1.3e-08M*.
`COC(=O)C[C@](O)(CCCC(C)(C)O)C(=O)O[C@@H]1C(OC)=C[C@]23CCCN2CCc2cc4c(cc2[C@H]13)OCO4` gave Ub-GFP proteasome -2%, Epigenetic mod -2%, CRE Fsk mod inconclusive, ERK AVP inh 14%, FLuc inh -12% and Hsp90 Hop PPI 0%.
CC1CC(c2ccccc2)n2nc(NC(=O)CCc3ccccc3)nc2N1 (stereo unspecified) was read as Ub-GFP proteasome -4%, Epigenetic mod 5%, Texas Red fluor inactive, CRE Fsk mod -26%, Fluorescein fluor inactive, ERK AVP inh -19%, A350 fluor inconclusive, HBB splicing 2.9%[0.369 µM], FLuc inh -2%, Hsp90 Hop PPI -24% and 4-MU autofl inconclusive.
CCN1CCCC1CNC(=O)CCNC(=O)c1cc(OC)c(OC)c(OC)c1 (stereo unspecified) was read as Ub-GFP proteasome 1%, Epigenetic mod 2%, Texas Red fluor inactive, CRE Fsk mod 2%, Fluorescein fluor inactive, ERK AVP inh -8%, A350 fluor inconclusive, HBB splicing 1.8%[57.5 µM], FLuc inh 2%, Hsp90 Hop PPI -2% and 4-MU autofl inconclusive.
COc1cc(/C=N/n2cnnc2)ccc1OCC(=O)N1CCOCC1 was read as Ub-GFP proteasome -3%, Epigenetic mod 0%, CRE Fsk mod -2%, ERK AVP inh 14%, HBB splicing 0.5%[9.22 µM], FLuc inh 2% and Hsp90 Hop PPI -1%.
Cc1nnc2sc(-c3ccc(-c4ccc(Cl)c(C(F)(F)F)c4)o3)nn12 was read as Ub-GFP proteasome 1%, Epigenetic mod 0%, Texas Red fluor inactive, CRE Fsk mod inconclusive, Fluorescein fluor inactive, ERK AVP inh -12%, A350 fluor 1.3e-06M*, HBB splicing -1.2%[57.5 µM], FLuc inh 3%, Hsp90 Hop PPI -3% and 4-MU autofl 9.2e-07M*.

An excerpt. The share of hits here may be higher or lower than overall.
